Wee1 degr inh: inhibitors of human Wee1 degradation; P30291; HeLa Luc-Wee1K328M stability, luciferase luminescence; 100% = proteasome inhibitor MG132 effect; 1.2% of 220,000 active; AID 1321; reporter increase, % at 5 µM;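 active = activation above the mean of all tested compounds plus 3 SD, set per screening run, cut at about 8.8% in these data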;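 also: cells exposed to compound for 20 h before luminescence read; 0% = DMSO alone and 100% = MG132 at 30 µM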
RBBP9 inh: human RBBP9 hydrolase inhibition; O75884; recombinant RBBP9, FP-Rh probe fluorescence polarization; inhibition, % at 7.94 µM; 0.2% of 220,000 active;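 active = inhibition above the campaign mean of all tested compounds plus 3 SD, cut at about 14% in these data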;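 also: plate controls were DMSO wells with RBBP9 for no effect and wells lacking RBBP9 protein for full effect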
Target sequence (O75884 whole entry, looked up): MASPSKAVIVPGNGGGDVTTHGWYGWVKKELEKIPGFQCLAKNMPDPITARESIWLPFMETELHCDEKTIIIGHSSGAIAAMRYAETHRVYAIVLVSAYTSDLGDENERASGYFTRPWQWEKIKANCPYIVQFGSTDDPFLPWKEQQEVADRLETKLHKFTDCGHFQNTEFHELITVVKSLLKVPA
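Controls: DMSO-treated enzyme wells and wells lacking RBBP9 | Material: RBBP9 protein | Technique: Fluorescence polarization | Replication: Single well per compound, no replicates | Buffer or medium: Tris-NaCl-Pluronic buffer, pH 8.0 | Timing: 30 min compound preincubation, 45 min probe labeling, 25 °C | Read-out basis: Percent inhibition from mP, scaled between DMSO and no-protein wells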
CHOP inhibitor: blocks CHOP induction under ER stress; 3.8% of 220,000 active; CHO-K1 CHOP-promoter luciferase, tunicamycin-induced, 15-18 h; AID 2732; inhibition, % at 10 µM;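 active = compounds that reduced the stress-induced luciferase reporter signal by more than about 70% of percent inhibition, limit read from the data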;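 also: 0% = tunicamycin plus vehicle and 100% = wells without tunicamycin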
TNF necrop inh: blocks TNF-alpha induced death of Jurkat FADD-/- cells; Jurkat FADD-/- TNF necroptosis rescue, ATP luminescence, 24 h; 0 = TNF only, 100 = no-TNF cells; activation (protection from cell death), % at 10 µM; 0.068% of 220,000 active; AID 463075;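 active = activation, meaning protection from cell death, of at least 50% relative to plate controls; inactive = activation below 50%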;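 also: necroptosis triggered by 40 ng/mL TNF-alpha added together with compound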
zfTRPN1 agonist: zebrafish TRPN1 (NompC) channel agonism | HEK293 zebrafish TRPN1-YFP, Fluo-8 calcium fluorescence; 100% = response to 87 µM carbachol | activation, % at 3 µM | 0.18% of 220,000 active | AID 1424;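 active = activation above its plate's cutoff, the mean activation of test wells on that plate plus 3 SD, cut at about 19% in these data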;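 also: 0% = DMSO alone and 100% = 87 µM carbachol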
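Material: zebrafish TRPN1-YFP in HEK293 cells. Doses: one dose of 3 µM, 0.3% DMSO. Incubation: dye 1 h 37 °C plus 30 min RT. Measured by: intracellular calcium fluorescence with Fluo-8.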
Ba/F3 V617F tox: lowers viability of Ba/F3 cells expressing EpoR and JAK2V617F; ATP luminescence; AID 1446; inhibition, % at 5.6 µM; 1.1% of 220,000 active;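 active = inhibition above the campaign mean plus 3 SD over all tested compounds, cut at about 24% in these data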;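 also: cytokine-independent growth of Ba/F3 cells driven by EpoR plus mutant JAK2; 0% = DMSO-treated cells and 100% = JAK inhibitor I control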
PPC-1+TRAIL kill: kills PPC-1 cancer cells in the presence of TRAIL; PPC-1 cells + TRAIL, ATPLite viability luminescence; cell killing (% activity), % at 4 µM; 0.41% of 220,000 active;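 active = cell killing above 50% in the first pass at 4 µM, then a duplicate retest at 5 µM averaging 50% or more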;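 also: plate controls were cells with TRAIL plus DMSO for no effect and medium-only wells lacking cells for full effect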
TRPML3 ag: activates the human TRPML3 channel | Q8TDD5 | HEK293 TRPML3-YFP, Fluo-8 calcium fluorescence; 100% = the carbachol control signal | activation, % at 3 µM | 0.29% of 220,000 active | AID 1448;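 active = activation above its plate's cutoff, the mean activation of the plate's test wells plus 3 SD, cut at about 12% in these data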;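 also: 0% = DMSO only wells and 100% = carbachol wells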
Target sequence (Q8TDD5 whole entry, looked up): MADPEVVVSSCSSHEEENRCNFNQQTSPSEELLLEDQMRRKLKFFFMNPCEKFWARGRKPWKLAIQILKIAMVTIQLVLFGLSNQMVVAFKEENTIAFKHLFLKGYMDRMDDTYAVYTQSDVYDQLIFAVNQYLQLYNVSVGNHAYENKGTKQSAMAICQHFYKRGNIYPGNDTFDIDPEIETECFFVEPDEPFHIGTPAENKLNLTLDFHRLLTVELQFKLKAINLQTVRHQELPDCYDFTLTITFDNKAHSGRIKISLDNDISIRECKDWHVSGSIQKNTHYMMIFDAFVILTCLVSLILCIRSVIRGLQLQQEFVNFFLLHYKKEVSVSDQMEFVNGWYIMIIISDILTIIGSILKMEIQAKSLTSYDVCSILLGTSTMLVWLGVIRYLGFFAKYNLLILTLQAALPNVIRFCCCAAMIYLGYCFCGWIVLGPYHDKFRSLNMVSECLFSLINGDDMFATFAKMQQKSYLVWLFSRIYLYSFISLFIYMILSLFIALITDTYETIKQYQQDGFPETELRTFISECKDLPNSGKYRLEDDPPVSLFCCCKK
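Test system – HEK293 line with stable expression of human TRPML3-YFP channel · Control set – carbachol 87 µM final as high control (100%), DMSO as low control (0%) · Signal – Fluo-8 calcium dye fluorescence, ex 470-495, em 515-575 nm · Incubation – 1-h 37 °C dye load, 5-s basal, 120-s post-compound reads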
BaF3 tox: counter-screen for JAK2V617F inhibitors: parental Ba/F3 viability inhibitors; CellTiter-Glo ATP luminescence; inhibition, % at 5.6 µM; 1.1% of 220,000 active;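 active = inhibition above a per-campaign cutoff, the mean inhibition of all tested compounds plus 3 SD, cut at about 27% in these data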;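 also: 0% = DMSO wells and 100% = JAK Inhibitor I control wells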
Numbers without * were called inactive; x = not tested or not shown; & = joins results of further samples; [ ] = dose if it differs, or a comment.

SMILES	Wee1 degr inh	RBBP9 inh	CHOP inhibitor	TNF necrop inh	zfTRPN1 agonist	Ba/F3 V617F tox	PPC-1+TRAIL kill	TRPML3 ag	BaF3 tox
Cc1noc(/C=C/NCc2cccnc2)c1S(=O)(=O)N(C)CC(=O)N1CCc2ccccc21	0	-11	68	-3.1	0.7	-1	16	0.0	7
Cc1ccc(-c2cc(C(=O)NCC3CCCO3)no2)cc1 (configuration not stated)	0	-8	-8	-0.1	-0.3	-3	47	0.7	-1
CCOc1ccc(-n2nc3ccc(NC(=O)c4ccc5c(c4)OCCO5)cc3n2)cc1	-3	1	76*	0.7	0.3	-4	32	1.5	-1
CC1Cc2ccccc2N1S(=O)(=O)c1cnc[nH]1 (configuration not stated)	7	-6	-6	2.8	-0.8	-1	8	1.0	2
O=C(/C=C/c1cccs1)c1ccc([N+](=O)[O-])cc1	2	0	8	4.4	-2.2	-7	0	0.5	0
CCOC(=O)c1ccc(NC(=O)C2CCN(S(=O)(=O)CC)CC2)cc1	2	2	-9	1.8	0.1	2	1	0.3	6
Cc1cccc2sc(N(CCCN(C)C)C(=O)COc3ccc(Cl)cc3)nc12	-2	-1	4	-1.2	-0.6	8	9	0.0	13
CCCOc1ccc(NC(=O)C2CC(=O)N3CCCN=C3S2)cc1 (configuration not stated)	-2	-2	2	-0.9	0.2	-1	12	-0.5	6
Cc1cccc(Nc2nnc(SCC(=O)NCc3cccs3)s2)c1C	-1	3	22	1.3	-1.1	-1	23	0.3	5
O=C(CNC(=O)c1ccc(Br)cc1)OCc1cc([N+](=O)[O-])cc2c1OCOC2	-1	-6	14	-0.2	-1.1	-2	7	0.1	-1
CCOC(=O)C1(CC/C(C)=N\NC(N)=O)CC(C)(C)OC1=O (configuration not stated)	-3	-1	24	0.4	0.9	5	-4	-0.6	10
Cc1cc(C)n(/N=C\c2c(O)ccc3ccccc23)c(=O)c1C(N)=O	-3	-8	-7	-2.5	-0.8	0	13	0.4	7
CC(C)(C)C(=O)Nc1ccc(C(=O)NNC(=O)Cc2ccccc2)cc1	-1	-7	16	0.0	1.3	-1	15	0.4	7
Cc1ccc(C)c(S(=O)(=O)N2C(=S)NC(=O)C2C(C)C)c1 (configuration not stated)	0	1	9	-0.5	-0.7	-1	5	0.6	2
CC(=O)/C=C(/C)NC(Cc1c[nH]c2ccccc12)C(=O)O (configuration not stated)	1&1	-2&-6	-34&5	0.1&-2.3	0.2&0.8	3&2	-12&6	-0.4&0.6	5&5
CNC(=O)c1cc(C)c(-c2ccccc2)s1	0	-7	-12	-5.0	-0.6	4	27	0.2	7
O=C(Nc1ccc(C(=O)O)cc1)/C(=C\C=C\c1ccccc1)NC(=O)c1cccc(Br)c1	8	-13	21	0.4	-0.8	3	18	0.4	5
Cc1cc(C(=O)NCCC2=CCCCC2)c(C)o1	1	1	-87	-3.0	-1.3	-1	-16	0.0	4
O=C(CSc1nnnn1-c1cccnc1)NCc1cccs1	2	6	26	-0.5	0.2	3	-11	0.1	4
CCOc1ncccc1C(=O)N=C1SCCN1C(=O)c1cccnc1OCC	2	-14	18	0.8	-1.0	0	15	-0.9	2
CCN=C1S/C(=C\c2ccc(Sc3ccc(Cl)cc3)o2)C(=O)N1CC	-3	-9	26	-1.7	1.9	3	0	0.5	5
O=c1[nH]c2ccccc2nc1CCc1ccccc1	-3	-2	30	1.3	2.4	-3	11	1.2	5
Cc1ccccc1OCCn1cc(/C=C(\C#N)C(=O)NCc2ccco2)c2ccccc21	6	-4	39	2.0	-0.2	-1	18	0.6	5
CNC(=O)C(=O)Nc1nc(C23CC4CC(CC(C4)C2)C3)cs1	-2	3	52	0.2	2.1	1	-2	0.0	10
CCOC(=O)c1ccc(NS(=O)(=O)c2ccc3c(c2)CCCN3C(C)=O)cc1	-1	4	22	-0.2	2.9	-2	2	0.7	4
Cc1ccc(S(=O)(=O)NCCC(=O)NC2CCCC2)cc1	3	2	4	-2.3	0.8	2	2	0.5	6
C=C(C)C1CC=C(C)/C(=N\NC(=O)CNc2cccc3ccccc23)C1 (configuration not stated)	6	4	39	1.5	-1.0	-1	5	1.2	2
COc1ccc(CCNS(=O)(=O)c2ccc(OC)cc2)cc1	0	-1	6	0.3	-0.4	4	23	-0.5	4
C/C(=N\NC(=O)c1ccccc1)c1cccc(Br)c1	7	-2	-22	-0.1	-0.1	5	18	1.0	7
CCCCc1cc(=O)oc2c(CN3CCCC3)c(O)c(Cl)cc12	-1	2	37	-0.9	1.3	-1	-18	1.3	7
COc1ccccc1-n1nnnc1SCc1cc2c(cc1Br)OCO2	0	-9	7	-2.6	-0.7	-4	6	-0.6	6
CCCCn1c(=O)c(-[n+]2ccccc2)c([O-])c2ccccc21	0	4	0	-0.4	0.5	-2	21	0.6	1
CSC(SC)=C(C#N)C(=O)c1ccccc1	1	-5	107*	-26	0.8	2	2	0.6	-4
Cc1noc(C)c1C(=O)N1CCCC1	-1	-3	-14	0.0	-0.1	3	6	0.7	4
Cc1cc(NC(=O)CC(CN(C)S(=O)(=O)c2ccccc2)c2ccccc2)no1 (configuration not stated)	-1	2	48	1.5	-0.7	-4	-10	0.1	2
COc1ccc(N2C(=O)CSC(c3ccccc3)C2=O)cc1 (configuration not stated)	0	-12	-4	2.5	-0.6	-3	31	0.7	0
CN(C)S(=O)(=O)c1ccc(Cl)c(-c2nnc3n2CCCCC3)c1	-2	0	15	-0.4	-0.2	-6	8	0.9	-5
Cc1nonc1NC(=O)c1ccc(Cl)c(S(=O)(=O)N2CCCCC2)c1	-1	4	-2	0.6	4.7	-1	-4	1.5	2
NNC(=O)c1nn(-c2ccccc2)cc1O	-2	-7	-14	-0.5	0.2	-4	-16	0.2	5
CN(Cc1ccccc1)C(=O)CCn1c(=O)oc2ccccc21	-2	-7	8	0.0	0.2	0	26	0.5	4
CN1C(=O)c2ccccc2C(C(=O)NCCCN2CCCC2)C1c1c[nH]c2ccccc12 (configuration not stated)	3	2	-11	0.2	2.4	-1	-21	1.0	9
CCC(=O)Nc1cc(-c2nnc(OC)c3ccccc23)ccc1N1CCOCC1	1	1	22	-1.9	1.8	-1	21	0.1	10
CCc1nc(C)ccc1OCC(=O)N1CCc2c([nH]c3ccccc23)C1c1ccccn1 (configuration not stated)	0	0	18	0.7	-1.9	-1	11	0.0	2
Cc1cc(C)n(CC(=O)N2N=C(C(F)F)CC2(O)C(F)F)n1 (configuration not stated)	2	2	-9	1.1	0.0	0	17	0.9	10
Cc1ccc(S(=O)(=O)N2CCCC2C(=O)OCc2ccco2)cc1 (configuration not stated)	0	8	-8	1.7	1.5	0	1	0.4	3
COC(=O)c1ccc(CN2CCC(CO)(Cc3ccccc3Cl)CC2)cc1	0	-2	20	2.4	-0.8	-4	x	1.1	-2
O=C(NC(NC(=S)Nc1cccc(Cl)c1)C(Cl)(Cl)Cl)OCc1ccccc1 (configuration not stated)	0	-67	109*	-6.3	5.8	2	-20	1.4	2
CCN(CC)CCCN1C(=O)c2oc3ccccc3c(=O)c2C1c1cccnc1 (configuration not stated)	2	2	16	0.4	0.0	-1	7	0.7	1
COC(=O)c1cc(COC(=O)c2ccc(OC)c(S(=O)(=O)N3CCCC3)c2)oc1C	-1	-7	23	-1.7	2.0	0	13	-0.8	2
O=C(CCCn1c(=S)[nH]c2cc3c(cc2c1=O)OCO3)NC1CC1	1	2	20	-2.4	-0.7	-2	-18	0.7	0
CCSCc1nnc(SCC(=O)Nc2cccc(SC)c2)n1C	3	10	21	-2.1	-0.3	-4	25	0.1	4
CCC(C)(C)c1ccc(OCCCC[n+]2cccc(C)c2)c(C(C)(C)CC)c1	-1	-5	6	-15	-0.6	101*	35[5 µM]	0.7	87*
CC1=C(C#N)C(NC(=O)C2CC2)(C(F)(F)F)C(=O)N1 (configuration not stated)	-1	-2	-16	-0.9	0.3	-3	3	0.8	3
CCC(=O)N1CCN(c2ccc(NC(=O)c3ccc4c(c3)OCO4)cc2)CC1	4	-5	-13	-1.9	2.1	-1	9	0.6	4
O=C(COc1nc2ccccc2nc1N1CCOCC1)Nc1ccc(S(=O)(=O)N2CCCC2)cc1	-2	-11	3	1.7	0.8	2	41	0.7	0
CN1CCN(C(=S)NC(=O)c2ccco2)CC1	0	-2	9	-0.3	1.6	-2	8	1.6	5
O=C(CCCCn1c(=O)c2ccccc2n(Cc2ccccc2F)c1=O)NC1CCN(Cc2ccccc2)CC1	2	2	79*	1.0	-0.5	2	20	0.8	7
CCOc1cc(/C=C/C(=O)O)ccc1OCCO	-1	-5	-8	0.7	0.0	-3	2	0.1	-3
CCCn1nnc(NC(=O)c2cccnc2Cl)n1	0	-7	5	-0.6	-0.4	-3	2	0.5	1
COc1ccc(-c2cc(C(F)(F)F)n3nc(C(=O)Nc4c(C)n(C)n(-c5ccccc5)c4=O)c(Cl)c3n2)cc1	0	1	30	0.5	0.1	-2	6	0.9	0

Structures above with a thiophene ring, fused or not:
SMILES	Wee1 degr inh	RBBP9 inh	CHOP inhibitor	TNF necrop inh	zfTRPN1 agonist	Ba/F3 V617F tox	PPC-1+TRAIL kill	TRPML3 ag	BaF3 tox
O=C(/C=C/c1cccs1)c1ccc([N+](=O)[O-])cc1	2	0	8	4.4	-2.2	-7	0	0.5	0
Cc1cccc(Nc2nnc(SCC(=O)NCc3cccs3)s2)c1C	-1	3	22	1.3	-1.1	-1	23	0.3	5
CNC(=O)c1cc(C)c(-c2ccccc2)s1	0	-7	-12	-5.0	-0.6	4	27	0.2	7
O=C(CSc1nnnn1-c1cccnc1)NCc1cccs1	2	6	26	-0.5	0.2	3	-11	0.1	4

Next part.
SMILES	Wee1 degr inh	RBBP9 inh	CHOP inhibitor	TNF necrop inh	zfTRPN1 agonist	Ba/F3 V617F tox	PPC-1+TRAIL kill	TRPML3 ag	BaF3 tox
Fc1cccc(Cl)c1Cn1nnc2c(NCc3ccccn3)ncnc21	-2	-10	26	-0.6	0.2	1	20	0.4	-1
CCn1ncc(C2=NOC(C(=O)Nc3cccc(C(C)=O)c3)C2)c1C (configuration not stated)	3	0	-8	-3.0	6.4	-2	17	2.1	2
CO/N=C\CC(=O)Nc1ccc(Cl)c(Cl)c1	3	-18	-3	1.1	0.8	5	13	0.9	13
O=C1c2oc3ccccc3c(=O)c2C(c2cccnc2)N1CCCN1CCOCC1 (configuration not stated)	-3	-12	34	-1.7	0.8	1	3	1.0	-1
COc1ccc(CSc2nc3ccccc3[nH]2)cc1	6	1	4	-7.9	1.9	10	58*[5 µM]	-0.7	6

Bioassay records deposited in PubChem by several laboratories.
